# Assay outcomes deposited in PubChem by Southern Research Specialized Biocontainment Screening Center.
# Dengue-2 NS5 capping: flavivirus cap methylation enzyme inhibition – biochemical, confirmation dose response, primary screen (AID 588689); Dengue-2 NS5 methyltransferase capping enzyme assay, biochemical; higher % means a stronger effect; inhibition, % at 25 µM; hits with a dose series show IC50 in µM; actives 0.3% (n = 340,000); in the data active means a potency from the dose series
# Dengue-2 NS5 capping pilot replicate: further read-out of Dengue-2 NS5 capping, marked with its call; inhibition, %; measured here: pilot screen replicate inhibition
# An asterisk follows results filed as active.
SMILES,Dengue-2 NS5 capping,others
CC(=O)O[C@H]1[C@@H](O)[C@H](O)[C@H](Oc2c(O)c(C)c3c4c2[C@@H](C)CC[C@@H]4[C@@H](C)C[C@H]3C=C(C)C)O[C@H]1C,-7%,
O=C(OCC(=O)N1CCN(C(=O)COC(=O)c2ccccc2NCCO)CC1)c1ccccc1NCCO,1%,
CC(C)C1C(=O)N(Cc2cn(Cc3ccco3)nn2)CCS(=O)(=O)N1Cc1ccc(-c2ccc(Cl)c(Cl)c2)cc1 (stereo unspecified),-11%,
Cc1nn(-c2ccccc2)c(C)c1C(=O)OCC(O)=C(C#N)c1nc2ccccc2[nH]1,-9%,
CC(C)N1CCN(c2ccc(OC[C@H]3CO[C@](Cn4cncn4)(c4ccc(Cl)cc4Cl)O3)cc2)CC1,5%,
O=C(NN=Cc1ccc([N+](=O)[O-])cc1)c1ccncc1,6%,
O=c1cc(-c2ccccc2)c2ccc(O)cc2o1,-12%,
CN(N=Nc1ccccc1C(=O)O)C1CCCCC1,20%,
CCN(CC)c1ccc(S(=O)(=O)N2CCOCC2)cc1NC(=O)CNCc1cccc(Cl)c1,-1%,
O=C(COC(=O)/C=C/c1ccccc1[N+](=O)[O-])NCc1ccco1,-4%,
COCCN(C(=O)COC(=O)Cc1coc2cc(C)ccc12)c1c(N)n(Cc2ccccc2)c(=O)[nH]c1=O,-7%,
Nc1nnc(SCC(=O)Nc2cccc(S(=O)(=O)N3CCOCC3)c2)s1,7%,
COc1ccc(CN2C(=O)C(CC(=O)NC3CCCC3)CC(C(=O)N(C(C)C)C(C)C)=C2C)cc1 (stereo unspecified),-2%,
CCOc1ccc(CCN2C(=S)N([C@@H](CC(C)C)CN3CCCC3CN3C(=S)NC[C@@H]3CC(C)C)C[C@@H]2Cc2ccc(O)cc2)cc1 (stereo partly specified),-5%,
O=C(NNS(=O)(=O)c1ccc([N+](=O)[O-])cc1)c1ccccc1,-8%,
CCOC(=O)[C@@H]1[C@H]2COc3cc(OC)ccc3[C@H]2N2C(=O)N(c3ccc(Cl)cc3)C(=O)[C@]12C,4%,
Cc1cnc(C(=O)OCC(=O)c2cccc3ccccc23)cn1,4%,
O=[N+]([O-])c1cc(S(=O)(=O)Oc2ccccc2)ccc1Cl,-6%,
O=C1CC[C@@]23CCCN2C(=O)CCCC3C1 (stereo partly specified),-4%,Dengue-2 NS5 capping pilot replicate=-6.7
COc1ccc(CC(=O)N(C)CC(=O)Nc2ccccc2Cl)cc1S(=O)(=O)N1CCOCC1,3%,
Cc1ccc(NC(=O)COC(=O)CCC(=O)c2cccs2)c(Br)c1,-8%,
CC(OC(=O)c1ccc(Cl)cc1)C(=O)NCc1ccc2c(c1)OCO2 (stereo unspecified),-2%,
O=S(=O)(Nc1ccc(-n2cnnn2)cc1)c1cccc(F)c1,1%,
Nc1ncnc2c1ncn2[C@@H]1O[C@H](CNCc2ccc(-c3cc(C(F)(F)F)ccc3Cl)o2)[C@@H](O)[C@H]1O,-11%,

# A stretch from further up, as a working copy:
SMILES,Dengue-2 NS5 capping,others
CCN(CC)c1ccc(S(=O)(=O)N2CCOCC2)cc1NC(=O)CNCc1cccc(Cl)c1,-1%,
O=C(COC(=O)/C=C/c1ccccc1[N+](=O)[O-])NCc1ccco1,-4%,
COCCN(C(=O)COC(=O)Cc1coc2cc(C)ccc12)c1c(N)n(Cc2ccccc2)c(=O)[nH]c1=O,-7%,
Nc1nnc(SCC(=O)Nc2cccc(S(=O)(=O)N3CCOCC3)c2)s1,7%,
COc1ccc(CN2C(=O)C(CC(=O)NC3CCCC3)CC(C(=O)N(C(C)C)C(C)C)=C2C)cc1 (stereo unspecified),-2%,
CCOc1ccc(CCN2C(=S)N([C@@H](CC(C)C)CN3CCCC3CN3C(=S)NC[C@@H]3CC(C)C)C[C@@H]2Cc2ccc(O)cc2)cc1 (stereo partly specified),-5%,
O=C(NNS(=O)(=O)c1ccc([N+](=O)[O-])cc1)c1ccccc1,-8%,
CCOC(=O)[C@@H]1[C@H]2COc3cc(OC)ccc3[C@H]2N2C(=O)N(c3ccc(Cl)cc3)C(=O)[C@]12C,4%,
Cc1cnc(C(=O)OCC(=O)c2cccc3ccccc23)cn1,4%,
O=[N+]([O-])c1cc(S(=O)(=O)Oc2ccccc2)ccc1Cl,-6%,
O=C1CC[C@@]23CCCN2C(=O)CCCC3C1 (stereo partly specified),-4%,Dengue-2 NS5 capping pilot replicate=-6.7
COc1ccc(CC(=O)N(C)CC(=O)Nc2ccccc2Cl)cc1S(=O)(=O)N1CCOCC1,3%,
Cc1ccc(NC(=O)COC(=O)CCC(=O)c2cccs2)c(Br)c1,-8%,
CC(OC(=O)c1ccc(Cl)cc1)C(=O)NCc1ccc2c(c1)OCO2 (stereo unspecified),-2%,
O=S(=O)(Nc1ccc(-n2cnnn2)cc1)c1cccc(F)c1,1%,
Nc1ncnc2c1ncn2[C@@H]1O[C@H](CNCc2ccc(-c3cc(C(F)(F)F)ccc3Cl)o2)[C@@H](O)[C@H]1O,-11%,

# Next part
SMILES,Dengue-2 NS5 capping,others
CC(C)(C)OC(=O)NCc1ccc(CNC(=O)c2nc[nH]c2C(=O)NCc2ccccc2)cc1,-11%,
CCCOc1ccc(C(=O)CCC(=O)OCC(=O)N(CC)c2c(N)n(Cc3ccccc3)c(=O)[nH]c2=O)cc1,6%,
CC[C@]12c3[nH]c4ccccc4c3CCN1C(=O)C(CC(=O)NCCC1=CCCCC1)C[C@@H]2C(=O)N1CCN(C(=O)C2CC2)CC1 (stereo partly specified),-5%,Dengue-2 NS5 capping pilot replicate=-0.3
CC(OC(=O)c1ccc(Cl)cc1O)C(=O)NCCC1=CCCCC1 (stereo unspecified),-6%,
COc1cc2nc(CN3CCN(S(=O)(=O)c4cc(C)ccc4C)CC3)[nH]c(=O)c2cc1OC,7%,
COc1ccc(/C=C(\NC(=O)c2ccc(Cl)cc2)C(=O)NCc2cccnc2)cc1OC,-5%,
Cc1ccc(CNC(=O)c2ccc(N3CCC4(CC3)CC(c3cccc(Br)c3)=NO4)c(NC(=O)c3c(Cl)cccc3Cl)c2)cc1,-6%,
O=C(CN1C(=O)C(=O)N(C2CCCC2)C1=O)Nc1cc(Cl)ccc1[N+](=O)[O-],9%,
CN(C)c1ccc(C=c2c3ccccc3n3c2c2c([n+]3C)CCCC2)cc1,2%,
COc1cc(=O)oc(CCC(C)O)c1C (stereo unspecified),-1%,Dengue-2 NS5 capping pilot replicate=3.4
CC(=O)Nc1ccc(S(=O)(=O)N(C)CC(=O)Nc2ccc(Br)cc2F)cc1,-4%,
Cc1cccc(NC2=NC3(CCCCC3)N=C(N)N2)c1,-2%,
N#Cc1ccc(OCC(=O)OCC(=O)NC2CC2)cc1,2%,
Cc1cc(NC(=O)c2cc3cc([N+](=O)[O-])ccc3s2)no1,4%,
CCCCn1c(N)c(N(CCC(C)C)C(=O)COC(=O)c2ccc3ccccc3c2)c(=O)[nH]c1=O,-8%,
O=[N+]([O-])c1nc2ccccc2[nH]1,-5%,
O=C(Nc1ccccc1N1CCCC1)c1ccc(F)c(S(=O)(=O)N2CCOCC2)c1,9%,
Cc1nc(-c2ccc(F)cc2)c(CC(=O)N(C)CC(=O)Nc2ccccc2C(F)(F)F)s1,-1%,
CCN(C[C@H]1N[C@@](CC)(C(=O)OC)[C@H]2C(=O)N(C)C(=O)[C@@H]12)C(=O)c1ccccc1,-1%,Dengue-2 NS5 capping pilot replicate=-2.1
C=CCC1(CC=C)CC(Cc2cnccn2)N(C(=O)OC(C)(C)C)C1 (stereo unspecified),2%,
COc1ccc(S(=O)(=O)N2CCC(C(=O)NCCOc3ccccc3F)CC2)cc1OC,0%,
CCN1C(=O)[C@H]2[C@@H](c3ccc(-c4ccc(Cl)c(Cl)c4)cc3)N3CCCC[C@@]3(C(=O)OC)[C@H]2C1=O,-11%,
COc1ccc(NC(=O)CN(C)C(=O)c2cn(-c3ccccc3)nc2-c2ccc(Cl)cc2)cc1,-1%,
COc1cccc(CNC(=O)C2CC(=O)N(c3ccc4c(c3)OCCO4)C2)c1 (stereo unspecified),2%,
Cc1ccccc1OCC(=O)NCC(C)(C)N1CCOCC1,-3%,
CN1CCN(S(=O)(=O)c2ccc(F)cc2)CC1,-2%,
O=C(NN=C(c1ccccc1)c1ccccc1)C(CCl)C1CCCCC1 (stereo unspecified),-3%,
Cc1nc(NCCCN2CCOCC2)c2cnn(-c3ccccc3)c2n1,-2%,
O=C(Cc1ccc(NC(=O)C2CCN(C(=O)C3CCCCC3)CC2)cc1)Nc1ccc(C(=O)N2CCOCC2)cc1,-1%,
O=C1C=C(Nc2cccnc2)c2ccccc2C1=O,33%,
COc1ccc(NC(=O)COC(=O)c2n[nH]c3ccccc23)c(OC)c1,-3%,
CCOC(=O)[C@@H]1[C@H]2COc3ccc(Br)cc3[C@H]2N2C(=O)N(c3ccc(C(F)(F)F)cc3)C(=O)[C@]12C,5%,
Cc1ccc(SCC(=O)NC(=O)NC2CCCC2)c(C)c1,-4%,
O=C(Nc1ccc(N2CCCCC2)c(S(=O)(=O)Nc2ccccc2Cl)c1)c1cccnc1,10%,
CCOc1ccc(C(C)=O)cc1COC(=O)CNC(=O)c1cccs1,-8%,
Cc1ccc2nc(SCC(=O)NCCc3ccccc3)nc(=O)n2c1,-1%,
Cn1cccc1C(=O)NC(=O)COC(=O)CCNS(=O)(=O)c1cccc(C(F)(F)F)c1,-8%,
NC(=O)c1ccc(NC(=O)COc2coc(CN3CCc4ccccc4C3)cc2=O)cc1,-6%,
CCC(=O)OCC(=O)[C@@]1(OC(=O)CC)[C@@H](C)C[C@H]2[C@@H]3CCC4=CC(=O)C=C[C@]4(C)[C@@]3(Cl)[C@@H](O)C[C@@]21C,1%,
Cc1ccc(S(=O)(=O)Nc2cccc3c2O[C@@H](CN(C)C(=O)Nc2ccc4c(c2)OCO4)[C@H](C)CN([C@@H](C)CO)C3=O)cc1,7%,
CCOC(=O)C1CCN(C(=O)c2cccc(S(=O)(=O)N3CCc4ccccc43)c2)CC1,-9%,
Cc1cc(OCC(=O)OCC(=O)NC2CCCCC2C)ccc1Cl (stereo unspecified),-3%,
CN(C(=O)c1ccc(NC(=O)Cc2ccc(NC(=O)C3CCCN(S(=O)(=O)c4cccc([N+](=O)[O-])c4)C3)cc2)cc1)C1CCCC1 (stereo unspecified),-10%,Dengue-2 NS5 capping pilot replicate=-7.0
COc1ccc(C2(c3ccc(OC)cc3)NC(=O)N(CC(=O)Nc3ccc(N4CCOCC4)cc3)C2=O)cc1,-6%,
O=C(NCC(c1cccs1)N1CCOCC1)c1cc(S(=O)(=O)N2CCOCC2)ccc1Cl (stereo unspecified),0%,
CCOc1ncccc1C(=O)Nc1cccc(S(=O)(=O)NC2=NCCC2)c1,1%,
N#Cc1ccc(OCC(=O)N2CCc3ccccc32)cc1,-12%,
Nc1c(C(=O)NCC2CCCO2)c2nc3ccccc3nc2n1/N=C/c1ccncc1 (stereo unspecified),5%,
C[C@H](CO)N1C[C@H](C)[C@H](CN(C)Cc2cccc(C(F)(F)F)c2)OCc2ccccc2-c2c(n(C)c3ccccc23)C1=O,3%,
Cc1ccc(S(=O)(=O)N2CCCCC2CCNC(=O)C(=O)NCCc2ccco2)cc1 (stereo unspecified),-1%,
CCOC(=O)c1c(C)[nH]c(C(=O)OCC(=O)Nc2cc(C)nn2-c2ccccc2)c1C,-4%,
CC1=C2C3OC(=O)C(C)C3CCC2(C)C=C(Br)C1=O (stereo unspecified),-3%,
CC1(C)OC2OC(C3COC(=O)O3)C(OC(=O)c3ccccc3)C2O1 (stereo unspecified),-5%,
Cc1cccc(N=[N+]([O-])c2cccc(C)n2)n1,-4%,Dengue-2 NS5 capping pilot replicate=3.9
Cc1ccccc1-c1cc(C(=O)NCc2ccc(OC(F)(F)F)cc2)n(CC2CC(c3cccnc3)=NO2)n1 (stereo unspecified),-7%,
COc1ccc(CNC(=O)C[C@@H]2C[C@H]3c4cc(NC(=O)NC5CCCC5)ccc4O[C@H]3[C@H](CO)O2)cc1,-7%,
CC[C@]12c3[nH]c4cc(CCC(=O)N(C)C)ccc4c3CCN1C(=O)[C@@H](CC(=O)NCCCn1ccnc1)C[C@@H]2C(=O)N1CCN(C(=O)c2ccco2)CC1,1%,Dengue-2 NS5 capping pilot replicate=1.5
CN(C)S(=O)(=O)c1ccc(N2CCCC2)c(C(=O)NNC(=O)c2ccc(F)cc2)c1,2%,
O=C(Cc1n[nH]c(=O)c2ccccc12)OCC(=O)c1ccc(F)c(F)c1,-4%,
COc1ccccc1C(CNC(=O)c1ccc(NS(=O)(=O)c2ccc(F)c(C)c2)cc1)N1CCCC1 (stereo unspecified),-12%,
# Continuation.
SMILES,Dengue-2 NS5 capping,others
Cc1ccc(N2CC(C(=O)N3CCC4(CC3)CC(=O)c3ccccc3O4)CC2=O)cc1 (stereo unspecified),3%,
CC1CCCCC1NC(=O)c1c(O)nc2ccccn2c1=O (stereo unspecified),1%,
O=C(Nc1ccc(Cl)cc1C(=O)c1ccccn1)c1ccccc1,-1%,
CCOc1ccc(S(=O)(=O)Nc2ccc(C(=O)NCCCN3CCOCC3)cc2)cc1,-6%,
O=C(CC1SC(N2CCCC2)=NC1=O)Nc1ccc(C(=O)N2CCN(c3cccc(Cl)c3)CC2)cc1 (stereo unspecified),-5%,
COc1ccccc1C(C)NC(=O)CCC(=O)N1CCN(S(=O)(=O)c2ccc(Cl)cc2)CC1 (stereo unspecified),-11%,
CCc1cc(=O)[nH]c(SCC(=O)N2CCC(Cc3ccccc3)CC2)n1,-2%,
Cc1cccc(NC(=O)CNC(=O)c2cccc(S(=O)(=O)NCc3cccs3)c2)c1C,-3%,
O=C(COC(=O)c1c[nH]c2ccccc12)NC1CCCCC1,-5%,
CC(Sc1nnc(-c2cccnc2)n1N)C(=O)N1CCOCC1 (stereo unspecified),-6%,
CC1=C(C(=O)N(C)C)CC(CC(=O)NCc2cccs2)C(=O)N1CCC1=CCCCC1 (stereo unspecified),-5%,
COc1ccc2nc3n(c(=O)c2c1)-c1ccc(Cl)cc1C(=O)NC3Cc1ccc(O)cc1 (stereo unspecified),-1%,
C[C@H](CO)N1C[C@H](C)[C@@H](CN(C)S(=O)(=O)c2ccc(-c3ccccc3)cc2)OCc2cn(nn2)CCCC1=O,-7%,

# Only part of the results is shown; the hit share may differ from the screen's.
